TRPC4 potent – positive allosteric modulators of TRPC4, primary screen, cell-based, mouse TRPC4beta, HEK293 mu-opioid, Fluo-4 calcium. Short transient receptor potential channel 4 (Mus musculus), Q9QUQ5. DAMGO EC20, Fluo-4 Ca2+ flux; stronger effect = higher value. B-score at 10 µM. 310,000 compounds, 0.42% hits. AID 2227, 2009;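 active means B-score of calcium response area above 5 SD of library B-scores, with initial fluorescence ratio within 5 SD of library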;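 further: B-score of integrated fluorescence ratio over time as area under calcium response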
TMEM16A inh – TMEM16A chloride channel inhibitors, primary screen, cell-based, HTS; AID 588511, 2011; HEK293 TMEM16A/YFP iodide influx fluorescence, ionomycin; Anoctamin-1 (Mus musculus), Q8BHY3; normalized B-score (activity score, 25-100; higher = stronger inhibition) at 10 µM; 310,000 compounds, 1.2% hits;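 active means ratio plate-corrected score three or more library SD toward inhibition, starting fluorescence score within five deviations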;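 further: score derived from kinetic fluorescence span divided by baseline fluorescence per well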
TRPC4 act – activators of mouse TRPC4 channel, primary screen, Fluo4 calcium, HEK293 TRPC4beta/mu-opioid cells; Fluo4 calcium fluorescence; stronger effect = higher value; B-score at 10 µM; 310,000 compounds, 0.49% hits;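 active means B-score above 5 SD of library B-scores, and initial fluorescence ratio not above library mean plus 5 SD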;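 further: positive B-score marks a calcium rise read as TRPC4 activation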
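Material: HEK293 stable line with TRPC4beta plus mu-opioid receptor; technique: Fluo4 calcium-sensitive dye fluorescence, kinetic, 1 Hz baseline; timing: Fluo4 dye loading 45 min at room temperature, 110 s recording; controls: assay buffer as low control, maximal DAMGO as high control; read-out: integrated baseline-normalised fluorescence ratio, converted to per-well B score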
TRPC6 act – mouse TRPC6 channel activators, primary screen, cell-based, HEK293, membrane potential dye; B-score at 10 µM; HEK293-TRPC6 membrane potential dye fluorescence; stronger effect = higher value; 310,000 compounds, 0.13% hits; AID 2550, 2010; Short transient receptor potential channel 6 (Mus musculus), Q61143;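 active means B-score of the integrated fluorescence ratio above library mean plus 3 SD, and starting fluorescence ratio within library mean plus 5 SD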;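 further: higher score means more depolarization so channel activation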
Target sequence (Q61143 whole entry, looked up): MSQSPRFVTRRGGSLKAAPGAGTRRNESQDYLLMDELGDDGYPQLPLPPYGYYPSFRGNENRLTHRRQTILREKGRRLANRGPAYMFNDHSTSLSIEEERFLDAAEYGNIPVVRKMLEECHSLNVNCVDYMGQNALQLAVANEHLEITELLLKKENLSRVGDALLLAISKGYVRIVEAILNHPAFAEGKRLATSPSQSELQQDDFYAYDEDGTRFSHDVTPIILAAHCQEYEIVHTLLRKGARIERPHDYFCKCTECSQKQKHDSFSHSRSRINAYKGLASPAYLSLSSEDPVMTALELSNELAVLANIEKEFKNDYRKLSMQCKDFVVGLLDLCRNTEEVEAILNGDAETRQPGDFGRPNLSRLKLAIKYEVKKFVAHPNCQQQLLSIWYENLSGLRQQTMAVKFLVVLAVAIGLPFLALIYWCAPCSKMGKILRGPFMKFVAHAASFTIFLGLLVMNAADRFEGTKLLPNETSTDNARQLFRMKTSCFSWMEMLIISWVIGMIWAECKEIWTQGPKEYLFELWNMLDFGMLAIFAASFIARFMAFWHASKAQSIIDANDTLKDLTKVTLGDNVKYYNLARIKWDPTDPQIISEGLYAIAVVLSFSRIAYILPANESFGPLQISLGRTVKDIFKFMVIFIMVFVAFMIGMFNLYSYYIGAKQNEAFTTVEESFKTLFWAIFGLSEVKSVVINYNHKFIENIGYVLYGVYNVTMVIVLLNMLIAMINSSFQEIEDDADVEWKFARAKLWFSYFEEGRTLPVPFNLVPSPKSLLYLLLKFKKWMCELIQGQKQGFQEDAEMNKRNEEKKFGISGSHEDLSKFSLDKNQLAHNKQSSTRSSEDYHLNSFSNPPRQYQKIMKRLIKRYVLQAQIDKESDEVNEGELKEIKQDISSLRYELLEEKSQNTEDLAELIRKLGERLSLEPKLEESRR
TRPC4 block – inhibitors of mouse TRPC4 channel, primary screen, Fluo4 calcium, HEK293 TRPC4beta/mu-opioid cells; Short transient receptor potential channel 4 (Mus musculus), Q9QUQ5; DAMGO-evoked Fluo4 calcium flux; stronger effect = lower value; B-score at 10 µM; 300,000 compounds, 0.39% hits; AID 2247, 2010;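 active means B-score over 3 SD under the library average, no early fluorescence shift, positive overall ratio signal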
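System: stable TRPC4beta/mu-opioid receptor HEK293 cells; Dosing: single-point compound dosing; Measured by: Fluo4 Ca2+ flux fluorescence; Read-out basis: per-well B score of integrated baseline-normalized Fluo4 ratio.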
MrgX1 agonist – agonists of human MrgX1 receptor, primary screen, HEK293 cells, Fluo-4 calcium flux; Mas-related G-protein coupled receptor member X1 (Homo sapiens), Q96LB2; AID 588627, 2011; B-score at 10 µM; Fluo-4 calcium fluorescence, agonist mode; stronger effect = higher value; 310,000 compounds, 0.44% hits;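 active means calcium response B-score plate-corrected fluorescence ratio at least 3 library SD, with starting fluorescence B-score inside 5 SD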
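Test system: Stable human MrgX1 HEK293 cell line | Schedule: Overnight plating before 1 h dye loading | Read-out basis: Baseline-normalised fluorescence change ratio, B-scored | Detection: Kinetic calcium dye fluorescence, Fluo-4 NW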
TRPC6 inh – mouse TRPC6 channel inhibitors, primary screen, cell-based, HEK293, membrane potential dye. Short transient receptor potential channel 6 (Mus musculus), Q61143. ACh-evoked depolarization; stronger effect = lower value. B-score at 10 µM. 310,000 compounds, 1.1% hits;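 active means B-score under library mean minus 3 SD, initial fluorescence not abnormally high, positive integrated signal ratio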;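 further: B-score derived from integrated fluorescence ratio over the kinetic read; more negative B-score means stronger inhibition of depolarization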
SKKanGAS inh – S. pyogenes SKKanGAS growth inhibitors in kanamycin, primary screen, streptokinase expression inhibitor project, SKKanGAS strain, BacTiter-Glo luminescence; 6 h; inhibition, % at 7.5 µM; 300,000 compounds, 1.3% hits; AID 1662, 2009;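 active means mean replicate score, as percent of positive control median, at least 50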;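 further: strain carries kanamycin resistance gene driven by streptokinase promoter and grows in 40 µg/ml kanamycin; loss of luminescence reflects streptokinase promoter inhibition or plain growth inhibition; 0% = median of DMSO wells and 100% = positive control at its reference dose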
MrgX1 PAM – positive allosteric modulators of MrgX1, primary screen, HEK293 cells, Fluo-4 calcium flux; AID 588675, 2011; FDSS; stronger effect = higher value; B-score at 10 µM; Mas-related G-protein coupled receptor member X1 (Homo sapiens), Q96LB2; 310,000 compounds, 0.63% hits;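 active means plate-corrected calcium response at least 3 library SD above typical, normal starting fluorescence, not activating the receptor alone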;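 further: compound read alongside a low EC10 to EC30 dose of BAM8-22 agonist; peak minus trough fluorescence over baseline measured at the second addition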
MrgX1 antagonist – antagonists of human MrgX1 receptor, primary screen, HEK293 cells, Fluo-4 calcium flux. Mas-related G-protein coupled receptor member X1 (Homo sapiens), Q96LB2. BAM8-22 antagonism; stronger effect = lower value. B-score at 10 µM. 310,000 compounds, 1.3% hits. AID 588676, 2011;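 active means calcium-response B-score plate-corrected more than 3 library SD below zero, starting fluorescence within 5 deviations, no agonist response on first addition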;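 further: peak minus trough fluorescence over baseline after final BAM8-22 challenge near maximal dose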
ANO1 activ – TMEM16A chloride channel activators or potentiators, primary screen, cell-based, HTS; HEK293 TMEM16A/YFP-H148Q/I152L, iodide quench fluorescence; stronger effect = lower value; B-score at 10 µM; 340,000 compounds, 0.3% hits; AID 623877, 2012;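 active means fluorescence-ratio B-score plate-corrected deviation score at least 3 library SD below zero, with starting fluorescence score within 5 deviations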;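 further: channel opened by trigger with iodide after compound preincubation; score built on the fluorescence ratio of max minus min over baseline; more negative score means more quench and so TMEM16A activation or potentiation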
An asterisk follows results filed as active.

Results for C=C(C)[C@@H]1CC=C(CN2CCN(Cc3ccccc3)CC2)CC1 ?
TRPC4 potent: inactive; TMEM16A inh: inactive; TRPC4 act: inactive; TRPC6 act: inactive; TRPC4 block: inactive; MrgX1 agonist: inactive; TRPC6 inh: inactive; SKKanGAS inh: 1; MrgX1 PAM: inactive; MrgX1 antagonist: inactive; ANO1 activ: inactive

What do the screens show for `O=C(CCCCCNC(=S)Nc1ccccc1)C[N+](=O)[O-]`?
TRPC4 potent: inactive; TMEM16A inh: inactive; TRPC4 act: inactive; TRPC6 act: inactive; TRPC4 block: inactive; MrgX1 agonist: inactive; TRPC6 inh: inactive; SKKanGAS inh: 6; MrgX1 PAM: inactive; MrgX1 antagonist: inactive; ANO1 activ: inactive

What do the screens show for `COc1ccc(OC)c(NC(=O)CC2SC(=Nc3ccc(F)cc3)N(CCC3=CCCCC3)C2=O)c1` (stereo unspecified)?
TRPC4 potent: inactive; TMEM16A inh: inactive; TRPC4 act: inactive; TRPC6 act: inactive; TRPC4 block: inactive; MrgX1 agonist: inactive; TRPC6 inh: inactive; SKKanGAS inh: 10; MrgX1 PAM: inactive; MrgX1 antagonist: inactive; ANO1 activ: inactive

What do the screens show for `NC(=O)c1nn(-c2ccccc2)c(=O)cc1O`?
TRPC4 potent: inactive; TMEM16A inh: inactive; TRPC4 act: inactive; TRPC6 act: inactive; TRPC4 block: inactive; MrgX1 agonist: inactive; TRPC6 inh: inactive; SKKanGAS inh: 0; MrgX1 PAM: inactive; MrgX1 antagonist: inactive; ANO1 activ: inactive

Results for Cc1c2cnn(CC(=O)Nc3c(F)c(F)cc(F)c3F)c(=O)c2c(C)n1Cc1ccc(F)cc1 ?
TRPC4 potent: inactive; TMEM16A inh: inactive; TRPC4 act: inactive; TRPC6 act: inactive; TRPC4 block: inactive; MrgX1 agonist: inactive; TRPC6 inh: inactive; SKKanGAS inh: 7; MrgX1 PAM: inactive; MrgX1 antagonist: inactive

What do the screens show for `COc1ccccc1NC(=O)c1ccc2c(c1)N(CC#N)C(=O)C(C)(C)O2`?
TRPC4 potent: inactive; TMEM16A inh: inactive; TRPC4 act: inactive; TRPC6 act: inactive; TRPC4 block: inactive; MrgX1 agonist: inactive; TRPC6 inh: inactive; SKKanGAS inh: 0; MrgX1 PAM: inactive; MrgX1 antagonist: inactive; ANO1 activ: inactive

What do the screens show for `O=C(CN1CCCCC1)NC1CCc2cc3c(cc21)CCC3` (stereo unspecified)?
TRPC4 potent: inactive; TMEM16A inh: inactive; TRPC4 act: inactive; TRPC6 act: inactive; TRPC4 block: inactive; MrgX1 agonist: inactive; TRPC6 inh: inactive; SKKanGAS inh: 1; MrgX1 PAM: inactive; MrgX1 antagonist: inactive; ANO1 activ: inactive

What do the screens show for `CN(Cc1ccco1)C(=O)Cn1cc(S(=O)(=O)N2CCCC2)c(S(=O)(=O)N2CCCC2)c1`?
TRPC4 potent: inactive; TMEM16A inh: inactive; TRPC4 act: inactive; TRPC6 act: inactive; TRPC4 block: inactive; MrgX1 agonist: inactive; TRPC6 inh: inactive; SKKanGAS inh: 3; MrgX1 PAM: inactive; MrgX1 antagonist: inactive; ANO1 activ: inactive

How did COc1cc2ccnc(Cc3cccc(OC)c3OC)c2cc1OC do in these assays?
TRPC4 potent: inactive; TMEM16A inh: inactive; TRPC4 act: inactive; TRPC6 act: inactive; TRPC4 block: inactive; MrgX1 agonist: inactive; TRPC6 inh: inactive; SKKanGAS inh: -5; MrgX1 PAM: inactive; MrgX1 antagonist: inactive; ANO1 activ: inactive

Results for OCCN1CCN(c2cc(-c3ccccc3)c3ccccc3n2)CC1 ?
TRPC4 potent: inactive; TMEM16A inh: inactive; TRPC4 act: inactive; TRPC6 act: inactive; TRPC4 block: inactive; MrgX1 agonist: inactive; TRPC6 inh: inactive; SKKanGAS inh: 6; MrgX1 PAM: inactive; MrgX1 antagonist: inactive; ANO1 activ: inactive

What do the screens show for `Cc1ccc(S(=O)(=O)NC(c2ccccc2)C(C)C(=O)n2nc(C)cc2C)cc1` (stereo unspecified)?
TRPC4 potent: inactive; TMEM16A inh: inactive; TRPC4 act: inactive; TRPC6 act: inactive; TRPC4 block: inactive; MrgX1 agonist: inactive; TRPC6 inh: inactive; SKKanGAS inh: 4; MrgX1 PAM: inactive; MrgX1 antagonist: inactive; ANO1 activ: inactive

Results for O=C(Nc1ccccc1-c1nnc(SCc2ccc(Cl)cc2Cl)o1)c1ccccc1 ?
TRPC4 potent: inactive; TMEM16A inh: inactive; TRPC4 act: inactive; TRPC6 act: inactive; TRPC4 block: inactive; MrgX1 agonist: inactive; TRPC6 inh: inactive; SKKanGAS inh: 0; MrgX1 PAM: inactive; MrgX1 antagonist: inactive; ANO1 activ: inactive

Results for COc1ccc2c(c1)CC/C(=C/c1ccccn1)C2=O ?
TRPC4 potent: inactive; TMEM16A inh: inactive; TRPC4 act: inactive; TRPC6 act: inactive; TRPC4 block: inactive; MrgX1 agonist: inactive; TRPC6 inh: inactive; SKKanGAS inh: 5; MrgX1 PAM: inactive; MrgX1 antagonist: inactive; ANO1 activ: inactive

How did Cc1ccc2c(=O)[nH]c(Nc3nc(C)cc(-c4ccccc4)n3)nc2c1 do in these assays?
TRPC4 potent: inactive; TMEM16A inh: inactive; TRPC4 act: inactive; TRPC6 act: inactive; TRPC4 block: inactive; MrgX1 agonist: inactive; TRPC6 inh: inactive; SKKanGAS inh: 89*; MrgX1 PAM: inactive; MrgX1 antagonist: inactive; ANO1 activ: inactive

How did O=C(COC(=O)c1ccco1)c1ccc2ccccc2c1 do in these assays?
TRPC4 potent: inactive; TMEM16A inh: inactive; TRPC4 act: inactive; TRPC6 act: inactive; TRPC4 block: inactive; MrgX1 agonist: inactive; TRPC6 inh: inactive; SKKanGAS inh: 3; MrgX1 PAM: inactive; MrgX1 antagonist: inactive; ANO1 activ: inactive

What do the screens show for `O=C(CN1C(=O)NC2(CCCC2)C1=O)Nc1ccccc1N1CCCCC1`?
TRPC4 potent: inactive; TMEM16A inh: inactive; TRPC4 act: inactive; TRPC6 act: inactive; TRPC4 block: inactive; MrgX1 agonist: inactive; TRPC6 inh: inactive; SKKanGAS inh: -3; MrgX1 PAM: inactive; MrgX1 antagonist: inactive; ANO1 activ: inactive

What do the screens show for `CC(=O)NC(NC(=S)Nc1ccc(C)cc1C)C(Cl)(Cl)Cl` (stereo unspecified)?
TRPC4 potent: inactive; TMEM16A inh: inactive; TRPC4 act: inactive; TRPC6 act: inactive; TRPC4 block: inactive; MrgX1 agonist: inactive; TRPC6 inh: inactive; SKKanGAS inh: 4; MrgX1 PAM: inactive; MrgX1 antagonist: inactive; ANO1 activ: inactive

How did Cc1cccc(NC(=O)CSCC(=O)Nc2cc(S(=O)(=O)N3CCOCC3)ccc2N2CCCC2)c1 do in these assays?
TRPC4 potent: inactive; TMEM16A inh: inactive; TRPC4 act: inactive; TRPC6 act: inactive; TRPC4 block: inactive; MrgX1 agonist: inactive; TRPC6 inh: inactive; SKKanGAS inh: -7; MrgX1 PAM: inactive; MrgX1 antagonist: inactive; ANO1 activ: inactive

What do the screens show for `COc1cccc(-c2cc(C(F)(F)F)nc(-n3cc(Cl)cn3)n2)c1`?
TRPC4 potent: inactive; TMEM16A inh: inactive; TRPC4 act: inactive; TRPC6 act: inactive; TRPC4 block: inactive; MrgX1 agonist: inactive; TRPC6 inh: inactive; SKKanGAS inh: -4; MrgX1 PAM: inactive; MrgX1 antagonist: inactive; ANO1 activ: inactive

How did CCn1c2ccccc2c2cc(NC(=O)c3cc(OC)cc(OC)c3)ccc21 do in these assays?
TRPC4 potent: inactive; TMEM16A inh: inactive; TRPC4 act: inactive; TRPC6 act: inactive; TRPC4 block: inactive; MrgX1 agonist: inactive; TRPC6 inh: inactive; SKKanGAS inh: 2; MrgX1 PAM: inactive; MrgX1 antagonist: inactive; ANO1 activ: inactive

What do the screens show for `O=C(CCCC(=O)N(CC(=O)NC1CCCCC1)Cc1ccco1)Nc1ccccn1`?
TRPC4 potent: inactive; TMEM16A inh: inactive; TRPC4 act: inactive; TRPC6 act: inactive; TRPC4 block: inactive; MrgX1 agonist: inactive; TRPC6 inh: inactive; SKKanGAS inh: -6; MrgX1 PAM: inactive; MrgX1 antagonist: inactive; ANO1 activ: inactive

What do the screens show for `COc1cc2sc3ccc(C#CC4(O)CCCCC4)cc3c(=O)c2cc1OC`?
TRPC4 potent: inactive; TMEM16A inh: inactive; TRPC4 act: inactive; TRPC6 act: inactive; TRPC4 block: inactive; MrgX1 agonist: inactive; TRPC6 inh: inactive; SKKanGAS inh: 39; MrgX1 PAM: inactive; MrgX1 antagonist: inactive; ANO1 activ: inactive

How did O=C(COc1cccc2ccccc12)NCc1cccnc1 do in these assays?
TRPC4 potent: inactive; TMEM16A inh: inactive; TRPC4 act: inactive; TRPC6 act: inactive; MrgX1 agonist: inactive; TRPC6 inh: inactive; SKKanGAS inh: -23; MrgX1 PAM: inactive; MrgX1 antagonist: inactive; ANO1 activ: inactive

What do the screens show for `Cc1nn(-c2ccccc2)c(Cl)c1/C=N/N1CCN(c2ccccn2)CC1`?
TRPC4 potent: inactive; TMEM16A inh: inactive; TRPC4 act: inactive; TRPC6 act: inactive; TRPC4 block: inactive; MrgX1 agonist: inactive; TRPC6 inh: inactive; SKKanGAS inh: -7; MrgX1 PAM: inactive; MrgX1 antagonist: inactive; ANO1 activ: inactive
